TTR transcr act: increases transthyretin transcription. SH-SY5Y TTR promoter Gaussia luciferase, luminescence; 100% = recombinant luciferase protein wells. AID 1117267. 92,000 compounds, 1.3% hits. activation, % at 16.7 µM;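 active means activation above the mean of all tested compounds plus 3 SD, cut at about 9.5% in these data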;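 further: cells exposed to compounds for one day before reading; 0% = median of all test compound wells on the plate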
* = called active by the depositor.

How did COc1ccc(-c2nnn(CC(=O)NCc3cccs3)n2)cc1OC do in these assays?
TTR transcr act: -3.0

What do the screens show for `CCOC1OC2C(CO)OC(n3cnc4c(N)ncnc43)C2O1` (stereo not drawn)?
TTR transcr act: 3.2

How did CCOCCCNC(=O)c1cn(C)c2ccc(S(=O)(=O)N3CCCC3)cc2c1=O do in these assays?
TTR transcr act: -0.9

What do the screens show for `COc1ccc(NC(=O)CN(C)C(=O)c2cn(-c3ccccc3)nc2-c2cccs2)cc1`?
TTR transcr act: -2.4

How did Cc1ccc(SCc2nc(-c3ccccc3)no2)cc1 do in these assays?
TTR transcr act: 2.2

Results for Cc1ccc(-c2nc3ccccc3o2)cc1NC(=S)NC(=O)c1cccs1 ?
TTR transcr act: -2.6

Results for C[C@H](NC(=O)c1nc[nH]c1C(=O)N[C@@H](Cc1ccccc1)C(=O)OC(C)(C)C)C(=O)OCc1ccccc1 ?
TTR transcr act: -0.8

How did O=C(/C=C/Nc1ccc(F)c(F)c1)c1ccc(Br)cc1 do in these assays?
TTR transcr act: 0.2

How did C/C(=N\NC(=O)c1ccc(NS(=O)(=O)c2cccs2)cc1)c1ccc(C(C)(C)C)cc1 do in these assays?
TTR transcr act: 1.4

Results for C[C@H](CO)N1C[C@H](C)[C@H](CN(C)C(=O)Nc2cccc(Oc3ccccn3)c2)OCc2cnnn2CCCC1=O ?
TTR transcr act: -0.6

Among those listed so far, two contain two or more sulfur atoms.
Results for Cc1ccc(-c2nc3ccccc3o2)cc1NC(=S)NC(=O)c1cccs1 ?
TTR transcr act: -2.6

How did C/C(=N\NC(=O)c1ccc(NS(=O)(=O)c2cccs2)cc1)c1ccc(C(C)(C)C)cc1 do in these assays?
TTR transcr act: 1.4

(cont.)
What do the screens show for `COc1ccc(-c2ccc(-c3noc(-c4ccccc4)n3)c(OC)n2)cc1`?
TTR transcr act: 0.3

How did Cc1ccccc1Cn1c(=N)n(CC(=O)c2ccco2)c2ccccc21 do in these assays?
TTR transcr act: -2.3

How did CCc1ccc(OCC(=O)Nc2ccc(CN3CCCCC3)cc2)cc1 do in these assays?
TTR transcr act: -0.8

What do the screens show for `CC1CN(CCn2cnc3c(N)ncnc32)CC(C)O1` (stereo not drawn)?
TTR transcr act: 0.3

Results for CC1=C([N+](=O)[O-])C(c2ccc3c(c2)OCO3)N(C)C(=O)N1C (stereo not drawn) ?
TTR transcr act: -0.1

What do the screens show for `O=C(CN1CCN(c2ccccn2)CC1)N1CCc2ccccc21`?
TTR transcr act: 1.7

What do the screens show for `CC(=O)c1ccccc1NC(=O)CSc1nc2ccccc2c(=O)n1CCCN1CCOCC1`?
TTR transcr act: -0.5

What do the screens show for `CC(C)N(C(=O)[C@H]1C[C@H](CC(=O)NCC23CC4CC(CC(C4)C2)C3)C(=O)N2CCc3c([nH]c4cc(CCC(=O)N(C)C)ccc34)[C@]12C)C(C)C`?
TTR transcr act: -1.1

Results for COc1ccccc1CC(=O)Nc1cc(Cl)ccc1O ?
TTR transcr act: 3.9

What do the screens show for `CCCCNC(=O)COC(=O)c1ccc(N(C)C)cc1`?
TTR transcr act: -0.5

The closing two compounds of the part above lead into the next.
Results for COc1ccccc1CC(=O)Nc1cc(Cl)ccc1O ?
TTR transcr act: 3.9

What do the screens show for `CCCCNC(=O)COC(=O)c1ccc(N(C)C)cc1`?
TTR transcr act: -0.5

What do the screens show for `COc1ccc(CCNC(=O)CSc2nc3[nH]ncc3c(=O)n2-c2ccccc2Br)cc1OC`?
TTR transcr act: -0.2

What do the screens show for `CN1/C(=C\C(=O)CSc2nnc(N)s2)C(C)(C)c2ccccc21`?
TTR transcr act: -0.5

What do the screens show for `CCOC(=O)C1CCN(c2c(N3CCN(c4ccccc4OC)CC3)c(=O)c2=O)CC1`?
TTR transcr act: 2.9

How did Cc1ccc(N(C)C(=O)CN(C)S(=O)(=O)c2ccc3c(c2)n(C)c(=O)c(=O)n3C)cc1 do in these assays?
TTR transcr act: 2.5

What do the screens show for `COC(=O)c1ccc(-c2noc(CN3CCCC(CNC(C)=O)C3)n2)cc1` (stereo not drawn)?
TTR transcr act: 2.0

What do the screens show for `CS(=O)(=O)c1nc(S(=O)(=O)c2ccc(Cl)cc2)c(N2CCOCC2)s1`?
TTR transcr act: 0.5

Results for O=C(COC(=O)c1ccc(F)c(S(=O)(=O)N2CCOCC2)c1)c1ccc(Br)cc1 ?
TTR transcr act: 4.3

Results for CC(=C/c1ccco1)/C=N/NC(=O)CSc1nnc(SCc2ccc(C)cc2)s1 ?
TTR transcr act: 0.2

How did COc1ccc([C@H]2C[C@H](O)[C@@H](n3cc(COC(=O)c4ccccc4)nn3)CN2Cc2cccs2)cc1 do in these assays?
TTR transcr act: 0.8

What do the screens show for `Cc1cc(NCc2ccco2)nc2cc(O)ccc12`?
TTR transcr act: -1.1

How did O=C(N/N=C/c1ccc([N+](=O)[O-])o1)C(=O)Nc1ccc(C(=O)O)cc1 do in these assays?
TTR transcr act: 3.0

What do the screens show for `CCN(CC(=O)N1CCCCCC1)S(=O)(=O)c1ccc(C)cc1`?
TTR transcr act: 6.2

What do the screens show for `NC(=O)C1CCN(c2ccc([N+](=O)[O-])cc2Cl)CC1`?
TTR transcr act: -0.6

Results for COc1ccc(CC(=O)N/N=C/c2cccn2-c2ccc([N+](=O)[O-])cc2)cc1OC ?
TTR transcr act: -0.9

How did O=C(NC1CCCCC1)C1CCCN1C(=O)NCc1ccccc1 (stereo not drawn) do in these assays?
TTR transcr act: -0.2

Results for COc1ccc(N2CCN(C(=O)CCNC(=O)c3ccccc3)CC2)cc1 ?
TTR transcr act: 0.2

What do the screens show for `O=C1c2ccccc2C(O)N1c1ccccc1` (stereo not drawn)?
TTR transcr act: -0.5

How did C=CC[C@H](CC(=O)N[C@H](CO)Cc1ccccc1)C(=O)N[C@H](COC(=O)[C@@H](CC=C)CC(=O)OC(C)(C)C)Cc1c[nH]c2ccccc12 do in these assays?
TTR transcr act: -5.7

How did O=C(NC1CCCCCCC1)c1ccccc1-c1ccccc1 do in these assays?
TTR transcr act: -0.3

Results for CCOC(=O)C(=CNc1ccc(Oc2cccnc2)nc1)C(=O)OCC ?
TTR transcr act: -0.4

Results for Cc1cccc2c3c([nH]c12)CCNC3 ?
TTR transcr act: -0.9

What do the screens show for `CCC1(C)COC(C)(CC(=O)NNC(=O)Nc2ccccc2)OC1` (stereo not drawn)?
TTR transcr act: -1.9

How did COc1ccc(CNC2CCC23CCC(c2ccccc2)CC3)cc1OC (stereo not drawn) do in these assays?
TTR transcr act: 0.5

Results for CCOc1cc(N2CCOCC2)c(OCC)cc1NC(=O)C1CC(=O)N(c2ccccc2OCC)C1 (stereo not drawn) ?
TTR transcr act: 0.9

How did CC[C@@]1(c2ccc(C)cc2)C(=O)N(C(=O)OC)N1C(=O)OC do in these assays?
TTR transcr act: 2.5

What do the screens show for `COc1ccc(CC(=O)OCC(=O)Nc2ccc(Cl)c(S(=O)(=O)N(C)C)c2)cc1`?
TTR transcr act: -2.7

How did C=CCNC(=O)c1ccccc1NC(=O)c1ccccc1SC do in these assays?
TTR transcr act: 1.9

What do the screens show for `CC1=CC(C)(C)N2C(=O)C3(C(C#N)=C(N)Oc4cc(C)oc(=O)c43)c3cc(C)cc1c32` (stereo not drawn)?
TTR transcr act: -0.9

Results for O=C(Nc1ccc(Cl)cc1)N1CC=CCC1 ?
TTR transcr act: -2.2

How did COC(=O)[C@]12C[C@H](CC(=O)N3CCN(C(=O)C4CC4)CC3)C(=O)N(Cc3cccc4ccccc34)C1=C[C@H](COCc1ccccc1)O[C@@H]2C do in these assays?
TTR transcr act: -2.1

How did COC(=O)c1ccc(NC(=O)CSc2nc(=O)cc(N)n2-c2ccccc2)cc1 do in these assays?
TTR transcr act: 0.9

What do the screens show for `Cn1c(=O)c2[nH]c(NN=Cc3ccc(F)cc3)nc2n(C)c1=O`?
TTR transcr act: -2.3

Results for CCOC(=O)c1cnc2ccc(OC)cc2c1NCCc1ccc(OC)c(OC)c1 ?
TTR transcr act: -1.7

What do the screens show for `CC(C)C(=O)NCc1cc(-c2ccc(Cl)cc2)no1`?
TTR transcr act: 0.2

Results for COc1cc2c(c(OC)c1OC)C(=O)C(=Cc1ccccc1)O2 ?
TTR transcr act: -0.1

Results for C/C(=N\Nc1nccnc1Cl)c1ccc(Cl)c(Cl)c1 ?
TTR transcr act: -1.2

Results for O=C1C2CC(O)CN2C(=S)N1Cc1ccccc1 (stereo not drawn) ?
TTR transcr act: -3.1

What do the screens show for `COC(=O)c1ccccc1NC(=O)CSc1nnc(-c2ccncc2)o1`?
TTR transcr act: -0.2

How did N#CCCn1cc(C(N)=O)c(-c2cccs2)n1 do in these assays?
TTR transcr act: 1.4

How did C/C(=N/Nc1ccccc1[N+](=O)[O-])c1ccc([N+](=O)[O-])cc1 do in these assays?
TTR transcr act: -2.0

What do the screens show for `CCOC(=O)NC(CC(=O)O)c1ccc(OC)c(OC)c1` (stereo not drawn)?
TTR transcr act: 9.7*

How did CC(=O)Nc1cccc(Nc2cc(C)nn2C)c1 do in these assays?
TTR transcr act: 0.2

What do the screens show for `Cc1ccc(Cl)cc1N1CCN(S(=O)(=O)c2c(C)noc2C)CC1`?
TTR transcr act: -2.0

Results for CC(C)n1c(=S)[nH]c2ccccc21 ?
TTR transcr act: 1.6

What do the screens show for `O=C(CS(=O)(=O)Cc1ccccc1)Nc1ccc2c(c1)OCO2`?
TTR transcr act: -2.4

Results for CNC(=O)C[C@H]1C(=O)N(Cc2ccccc2)C[C@@H]1C ?
TTR transcr act: -0.8

What do the screens show for `COc1ccccc1C(=O)NCCC(=O)N1CC(C)OC(C)C1` (stereo not drawn)?
TTR transcr act: 0.4

What do the screens show for `CCCCNC(=O)[C@H](Cc1c[nH]c2ccccc12)NC(=O)c1ccccc1Cl`?
TTR transcr act: 0.0

What do the screens show for `COC(=O)c1sccc1-n1cc(C#N)c(=O)n(C)c1=O`?
TTR transcr act: 4.3

Results for COc1cc(NC(=O)c2cc3cccc(OC)c3o2)cc(C(=O)Nc2cccc(C(F)(F)F)c2)c1 ?
TTR transcr act: -5.3

What do the screens show for `Cc1onc(-c2ccccc2)c1C(=O)NNC(=O)c1ccccc1Br`?
TTR transcr act: -1.8

Results for COC(=O)c1cc(S(=O)(=O)NCc2ccccc2OC)cn1C ?
TTR transcr act: -1.0

How did O=C1OC(c2ccc3ccccc3c2O)(c2ccc3ccccc3c2O)c2ccccc21 do in these assays?
TTR transcr act: -1.5

How did O=C(CN1CCCC1)Nc1cccc(Cl)c1Cl do in these assays?
TTR transcr act: -0.7

What do the screens show for `CC(C)(C)OC(=O)N[C@@H](C(=O)OC(C)(C)C)c1ccc2ccccc2c1`?
TTR transcr act: 0.6

How did CCNC(=S)N/N=C(\C)c1cccc(C(F)(F)F)c1 do in these assays?
TTR transcr act: 6.1

Results for COc1ccc(CC(=O)NNS(=O)(=O)c2ccccc2[N+](=O)[O-])cc1OC ?
TTR transcr act: -1.4

How did CCCNC(=O)COC(=O)c1ccc(-c2ccccc2)cc1 do in these assays?
TTR transcr act: 1.5

How did C[C@H](NC(=O)c1ncn2c1C(=O)NC[C@H]2C)c1ccccc1 do in these assays?
TTR transcr act: -0.3

Results for COc1ccc(CCNC(=O)c2ccc([N+](=O)[O-])cc2)cc1 ?
TTR transcr act: 1.1

What do the screens show for `Cc1ccc(-c2ccc(CN3C(CC(C)C)C(=O)N(Cc4cn(CCC5OCCO5)nn4)CCS3(=O)=O)cc2)cc1` (stereo not drawn)?
TTR transcr act: -1.6

What do the screens show for `O=C(O)c1cccc(NC(=O)c2cc(-c3cccc(Cl)c3)nc3ccccc23)c1`?
TTR transcr act: 0.2

What do the screens show for `CCOC(=O)N1CCN(C(=O)CSc2ncnc3sccc23)CC1`?
TTR transcr act: 1.7

Results for CC1C(=O)C(C)C(c2ccccc2)N(N=O)C1c1ccccc1 (stereo not drawn) ?
TTR transcr act: -1.3

Results for Fc1ccc2nc3c(nc2c1)CCCC3 ?
TTR transcr act: -1.6

How did CCN(CC)C(=O)CSc1nc2sc3c(c2c(=O)n1-c1ccc(C)cc1)CC(C)(C)SC3 do in these assays?
TTR transcr act: -1.4

How did CSc1nc2c(cnn2-c2ccccc2)c(=O)n1N do in these assays?
TTR transcr act: -0.8

How did O=C(c1ccccc1)N1CCN2C(=O)c3ccccc3C12c1ccc(Cl)cc1 (stereo not drawn) do in these assays?
TTR transcr act: -3.9

Results for N#Cc1ccsc1NC(=O)c1ccccn1 ?
TTR transcr act: -1.3

What do the screens show for `N#Cc1nc(-c2cccc3ccccc23)oc1N1CCCCC1`?
TTR transcr act: 1.3

What do the screens show for `COC(=O)c1ccccc1-n1cc(COC(=O)NCCc2ccccc2)nn1`?
TTR transcr act: -1.7

Results for O=[N+]([O-])c1ccc(-c2cn(-c3ccc(Cl)cc3)c(=S)[nH]2)cc1 ?
TTR transcr act: 2.0

What do the screens show for `O=[N+]([O-])c1ccc(N=Cc2sc3ccccc3c2O)cc1`?
TTR transcr act: -0.7

What do the screens show for `C/C(=N\Nc1cc(Cl)nc(C)n1)c1ccc(C)cc1`?
TTR transcr act: 0.7

Entries listed so far containing a thiophene ring, fused or not (eleven):
How did COc1ccc(-c2nnn(CC(=O)NCc3cccs3)n2)cc1OC do in these assays?
TTR transcr act: -3.0

What do the screens show for `COc1ccc(NC(=O)CN(C)C(=O)c2cn(-c3ccccc3)nc2-c2cccs2)cc1`?
TTR transcr act: -2.4

Results for Cc1ccc(-c2nc3ccccc3o2)cc1NC(=S)NC(=O)c1cccs1 ?
TTR transcr act: -2.6

How did C/C(=N\NC(=O)c1ccc(NS(=O)(=O)c2cccs2)cc1)c1ccc(C(C)(C)C)cc1 do in these assays?
TTR transcr act: 1.4

How did COc1ccc([C@H]2C[C@H](O)[C@@H](n3cc(COC(=O)c4ccccc4)nn3)CN2Cc2cccs2)cc1 do in these assays?
TTR transcr act: 0.8

How did N#CCCn1cc(C(N)=O)c(-c2cccs2)n1 do in these assays?
TTR transcr act: 1.4

What do the screens show for `COC(=O)c1sccc1-n1cc(C#N)c(=O)n(C)c1=O`?
TTR transcr act: 4.3

What do the screens show for `CCOC(=O)N1CCN(C(=O)CSc2ncnc3sccc23)CC1`?
TTR transcr act: 1.7

How did CCN(CC)C(=O)CSc1nc2sc3c(c2c(=O)n1-c1ccc(C)cc1)CC(C)(C)SC3 do in these assays?
TTR transcr act: -1.4

Results for N#Cc1ccsc1NC(=O)c1ccccn1 ?
TTR transcr act: -1.3

What do the screens show for `O=[N+]([O-])c1ccc(N=Cc2sc3ccccc3c2O)cc1`?
TTR transcr act: -0.7

Bioassay records: PubChem, The Scripps Research Institute Molecular Screening Center

Not all compounds are listed; the hit share may differ from the screen's.
